Mcl1 Bid PPI: Mcl-1/Bid interaction inhibition; 220,000 compounds, 0.97% hits; Q07820; TR-FRET Mcl-1/Bid-Dy647 peptide binding, 1536-well; inhibition, % at 21.7 µM; AID 1021;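 active = compounds that cut the binding signal by more than half at the single screening dose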;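 also: His-tagged Mcl-1 with europium anti-His antibody binding Bid BH3 peptide; 0% = Mcl-1 plus peptide wells and 100% = peptide-only wells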
Target sequence (Q07820 whole entry, looked up): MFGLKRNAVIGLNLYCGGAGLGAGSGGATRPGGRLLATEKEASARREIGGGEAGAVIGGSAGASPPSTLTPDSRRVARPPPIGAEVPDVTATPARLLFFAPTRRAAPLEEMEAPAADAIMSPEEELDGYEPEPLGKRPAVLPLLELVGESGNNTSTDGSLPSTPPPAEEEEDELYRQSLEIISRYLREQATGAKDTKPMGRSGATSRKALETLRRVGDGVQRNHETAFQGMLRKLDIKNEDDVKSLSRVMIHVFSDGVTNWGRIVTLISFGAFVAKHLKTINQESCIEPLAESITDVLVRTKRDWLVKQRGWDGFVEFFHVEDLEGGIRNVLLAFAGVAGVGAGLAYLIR
RGS4-Gao reg: human RGS4-Galphao interaction regulation; 220,000 compounds, 0.33% hits; Multiplexed bead flow cytometry, RGS4-Galphao binding; actives lie on both sides; binding response (% of control), % at 10 µM; P09471; AID 1415; in the data active = binding response below about 49% or above about 150%; inactive = in between;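 also: fluorescent Galphao activated with aluminum fluoride binding bead-coupled RGS4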
Target sequence (P09471 whole entry, looked up): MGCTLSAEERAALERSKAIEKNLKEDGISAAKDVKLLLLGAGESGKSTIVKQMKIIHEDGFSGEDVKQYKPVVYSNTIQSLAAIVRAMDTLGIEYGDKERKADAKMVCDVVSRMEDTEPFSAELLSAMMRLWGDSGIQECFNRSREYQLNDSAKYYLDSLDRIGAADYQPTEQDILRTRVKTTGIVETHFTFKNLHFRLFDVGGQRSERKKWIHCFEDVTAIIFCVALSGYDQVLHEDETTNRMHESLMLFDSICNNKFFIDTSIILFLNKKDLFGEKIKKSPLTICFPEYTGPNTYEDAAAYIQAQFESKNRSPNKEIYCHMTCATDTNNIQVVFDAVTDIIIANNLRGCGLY
RGS7-Gao reg: regulators of human RGS7-Galphao interaction. P09471. Multiplexed bead flow cytometry, RGS7-Galphao binding; actives lie on both sides. binding response (% of control), % at 10 µM. AID 1439. 220,000 compounds, 0.35% hits; in the data active = binding response below about 49% or above about 150%; inconclusive = no clear call, values can overlap the other calls; inactive = in between;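 also: fluorescent Galphao held in activated GDP-AlF4 state binding bead-coupled RGS7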
Bim-Bfl-1: disrupts Bim binding to human Bfl-1; 190,000 compounds, 0.12% hits; Bead-based flow cytometry, Bim-Bfl-1 binding inhibition; Q16548; inhibition, % at 10 µM;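 also: 0% = wells without compound plus tracer and 100% = blocker peptide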
Bim-Bcl-B: disrupts Bim peptide binding to human Bcl-B. bead-based flow cytometry. AID 951. inhibition, % at 10 µM. 190,000 compounds, 0.073% hits;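 also: 0% = tracer peptide without compound and 100% = reference inhibitor peptide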
RGS8-Gao reg: modulates binding of RGS8 to human Galphao. P09471. multiplexed bead flow cytometry; actives lie on both sides. response (percent of control binding), % at 10 µM. 220,000 compounds, 0.34% hits; in the data active = response below about 60% or above about 140%; inactive = in between;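 also: Galphao activated as the GDP aluminium fluoride complex binding bead-coupled RGS8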
Bcl-2 Bim block: disrupts Bim peptide binding to human Bcl-2 | AID 950 | Bead-based flow cytometry, Bim peptide-Bcl-2 binding | inhibition, % at 10 µM | 190,000 compounds, 0.06% hits; in the data active = inhibition above about 40%; inconclusive = no clear call, values can overlap the other calls;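 also: 0% = no compound wells with probe peptide and 100% = reference peptide inhibitor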
Mcl-1 Bim block: human Bim-Mcl-1 interaction inhibition. Q07820. Bead-based flow cytometry, Bim peptide-Mcl-1 binding. inhibition, % at 10 µM. 190,000 compounds, 0.1% hits. AID 1009;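 also: 0% = no compound tracer wells and 100% = peptide blocker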
Bim-Bcl-XL: human Bim-Bcl-XL interaction inhibition; Q07817; Bim peptide-Bcl-XL binding, bead flow cytometry, fluorescence; inhibition, % at 10 µM; 190,000 compounds, 0.04% hits
Target sequence (Q07817 whole entry, looked up): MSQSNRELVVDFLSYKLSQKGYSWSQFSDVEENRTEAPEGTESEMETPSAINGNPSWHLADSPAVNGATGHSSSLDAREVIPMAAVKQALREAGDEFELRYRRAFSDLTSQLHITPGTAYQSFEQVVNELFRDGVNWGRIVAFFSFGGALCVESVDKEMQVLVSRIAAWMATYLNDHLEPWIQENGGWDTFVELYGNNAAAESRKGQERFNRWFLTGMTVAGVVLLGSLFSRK
GSH bead fluor: GSH bead compound fluorescence profile | GSH beads flow cytometry, compound fluorescence 488/530 nm; active compounds read high | fluorescence (KMESF) at 10 µM | 190,000 compounds, 0.25% hits | AID 1776; in the data active = fluorescence above about 89;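 also: glutathione beads carrying GST-tagged Bcl family fusion proteins plus one bare bead set; values are compound well signal with DMSO vehicle wells as background; inactives centre near 16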
Bcl-W Bim block: human Bim-Bcl-W interaction inhibition; bead-based flow cytometry, Bim peptide-Bcl-W binding; Q92843; inhibition, % at 10 µM; AID 952; 190,000 compounds, 0.02% hits;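 also: 0% = bound tracer without compound and 100% = peptide blocker; higher means less fluorescent Bim peptide bound to Bcl-W beads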
Active calls of the source: *; ? = inconclusive; . = no result given. Rule as the data show it, unless noted: active = inhibition above about 40%.

SMILES	Mcl1 Bid PPI	RGS4-Gao reg	RGS7-Gao reg	Bim-Bfl-1	Bim-Bcl-B	RGS8-Gao reg	Bcl-2 Bim block	Mcl-1 Bim block	Bim-Bcl-XL	GSH bead fluor	Bcl-W Bim block
O=C(NNc1cccc(Cl)n1)c1c(Cl)cccc1Cl	-18	101	99	-1	-3	100	-3	-3	-3	21	-2
O=C(CC12CC3CC(C1)CC(CC(=O)NC1=NCCS1)(C3)C2)NC1=NCCS1	-6	95	92	-12	-4	107	-9	0	-4	25	-2
O=C(Nc1ccc(N2CCN(C(=O)c3ccc(Cl)cc3)CC2)cc1)c1cc2ccccc2o1	-3	104	102	1	-1	102	-3	0	-2	13	-4
CCn1c(SCC(=O)O)nc2sc3c(c2c1=O)CCC3	-29	102	100	-1	1	100	0	1	0	8	0
CCOC(=O)c1[nH]c2ccccc2c1NC(=S)Nc1cccc(C)c1	-20	.	.	-1	-6	.	-5	-5	-3	18	-1
COc1ccc(-n2cc(CN3CCC(OC)CC3)c(-c3cccc(F)c3)n2)cc1	-17	101	100	-9	-3	99	-5	14	-1	10	10
CCOCCCNC(=O)c1ccc2c(=O)n(Cc3ccc4c(c3)OCO4)c(=S)[nH]c2c1	-3	97	99	3	3	100	3	2	0	12	1
C=CCn1c(SCC(=O)Nc2ccc3c(c2)OCO3)nnc1-c1cc(Br)ccc1O	-36	.	.	-4	5	.	-4	7	-4	31	12
COc1ccc(NC(=O)CSc2ccc(F)cc2)cc1S(=O)(=O)N1CCCCC1	-1	104	106	-1	-6	103	-5	-5	-4	8	-2
CCCCCCN1CC(O)=C(c2ccccc2)C1=N	-17	108	107	0	0	130	2	-1	-2	14	0
Cc1ccc(/C(N)=N/OC(=O)c2cc(-c3ccccc3)nc3ccccc23)cc1	4	101	97	3	-3	101	0	0	2	24	1
CCn1c(SCC(=O)Nc2nc(C)cs2)nnc1-c1cccnc1	-38	95	98	-1	0	100	0	1	0	18	0

Random excerpt: 3 compounds from above.
SMILES	Mcl1 Bid PPI	RGS4-Gao reg	RGS7-Gao reg	Bim-Bfl-1	Bim-Bcl-B	RGS8-Gao reg	Bcl-2 Bim block	Mcl-1 Bim block	Bim-Bcl-XL	GSH bead fluor	Bcl-W Bim block
O=C(CC12CC3CC(C1)CC(CC(=O)NC1=NCCS1)(C3)C2)NC1=NCCS1	-6	95	92	-12	-4	107	-9	0	-4	25	-2
O=C(NNc1cccc(Cl)n1)c1c(Cl)cccc1Cl	-18	101	99	-1	-3	100	-3	-3	-3	21	-2
O=C(Nc1ccc(N2CCN(C(=O)c3ccc(Cl)cc3)CC2)cc1)c1cc2ccccc2o1	-3	104	102	1	-1	102	-3	0	-2	13	-4

(next part)
SMILES	Mcl1 Bid PPI	RGS4-Gao reg	RGS7-Gao reg	Bim-Bfl-1	Bim-Bcl-B	RGS8-Gao reg	Bcl-2 Bim block	Mcl-1 Bim block	Bim-Bcl-XL	GSH bead fluor	Bcl-W Bim block
Cn1nc(CC(=O)NC2CCCCC2)c2ccccc2c1=O	-2	99	104	6	8	100	14	17	1	59	6
COc1nccnc1NS(=O)(=O)c1ccc(N=Cc2c(C)[nH]n(-c3ccc(C)c(C)c3)c2=O)cc1	12	99	99	-19	-7	100	-12	0	-6	23	0
COc1ccc(/C([O-])=C(/C(=S)Nc2ccc(C)c(C)c2)n2c[n+](C)c3ccccc32)cc1OC	-31	108	101	2	-3	103	0	-3	-6	74	-4
O=[N+]([O-])c1ccccc1/C=N/n1c(-c2cccnc2)n[nH]c1=S	-37	106	117	10	-18	95	1	-9	-4	8	0
Cc1ccc(-c2ccc(S(=O)(=O)N3CCN(C)CC3)cc2)cc1	-28	106	104	-17	-7	116	-8	-2	-6	21	-4
O=C(CSCc1ccccc1)NNC(=S)Nc1cccc(Cl)c1Cl	-72	98	95	-6	-6	88	-4	-7	0	37	-7
CS(=O)(=O)N(CC(=O)Nc1ccccc1C(=O)N1CCOCC1)c1ccc2c(c1)OCO2	-22	106	107	9	3	102	8	6	6	20	7
CC12CC(c3ccccc3O1)C(/C(N)=N/NC(=O)c1ccc(F)cc1)C(=O)N2 (stereo not drawn)	-2	110	115	-5	-1	123	-4	-5	-3	11	0
COc1ccc(C)cc1NC(=O)c1cc2c(CO)cnc(C)c2oc1=N	-2	88	98	-1	-6	94	2	-3	-5	12	-5
Nc1nc(SCC(=O)NCCc2ccccc2)[nH]c(=O)c1-c1ccccc1	-23	102	103	-4	-1	100	-1	0	0	19	0
CCOC(=O)c1nn(-c2ccccc2)c2nnc(Cc3ccc(Cl)cc3)c(=O)n12	5	96	94	0	-8	76	-2	-5	-7	10	-5
O=C(Cn1c(=O)oc2ccccc21)N1CCN(c2ccccc2)CC1	-42	97	98	-1	-2	99	-2	3	-1	31	-3

7 compounds already listed, arranged by molecular weight, largest number first.
SMILES	Mcl1 Bid PPI	RGS4-Gao reg	RGS7-Gao reg	Bim-Bfl-1	Bim-Bcl-B	RGS8-Gao reg	Bcl-2 Bim block	Mcl-1 Bim block	Bim-Bcl-XL	GSH bead fluor	Bcl-W Bim block
CS(=O)(=O)N(CC(=O)Nc1ccccc1C(=O)N1CCOCC1)c1ccc2c(c1)OCO2	-22	106	107	9	3	102	8	6	6	20	7
O=C(CSCc1ccccc1)NNC(=S)Nc1cccc(Cl)c1Cl	-72	98	95	-6	-6	88	-4	-7	0	37	-7
CC12CC(c3ccccc3O1)C(/C(N)=N/NC(=O)c1ccc(F)cc1)C(=O)N2 (stereo not drawn)	-2	110	115	-5	-1	123	-4	-5	-3	11	0
Nc1nc(SCC(=O)NCCc2ccccc2)[nH]c(=O)c1-c1ccccc1	-23	102	103	-4	-1	100	-1	0	0	19	0
COc1ccc(C)cc1NC(=O)c1cc2c(CO)cnc(C)c2oc1=N	-2	88	98	-1	-6	94	2	-3	-5	12	-5
Cc1ccc(-c2ccc(S(=O)(=O)N3CCN(C)CC3)cc2)cc1	-28	106	104	-17	-7	116	-8	-2	-6	21	-4
Cn1nc(CC(=O)NC2CCCCC2)c2ccccc2c1=O	-2	99	104	6	8	100	14	17	1	59	6

(further entries)
SMILES	Mcl1 Bid PPI	RGS4-Gao reg	RGS7-Gao reg	Bim-Bfl-1	Bim-Bcl-B	RGS8-Gao reg	Bcl-2 Bim block	Mcl-1 Bim block	Bim-Bcl-XL	GSH bead fluor	Bcl-W Bim block
Cc1ccc(C2CC(c3cccc(Br)c3)Nc3nnnn32)cc1 (stereo not drawn)	-13	102	104	-19	-9	102	-10	0	-5	25	-2
CCOC(=O)CSc1nnnn1-c1cccc2ccccc12	5	104	102	0	0	101	3	0	1	25	0
O=C(c1cc2ccccc2oc1=O)N(Cc1cccs1)Cc1cccs1	10	90	87	0	-3	96	-4	-5	-6	17	-1
O=C(NCc1ccco1)c1csc2c1CCCC2	-16	99	?	-5	-2	97	-4	0	-1	16	0
CC(C)C(=O)Nc1ccc(N2CCCC2)c(Cl)c1	-30	102	105	-5	-8	104	-4	-4	-2	13	0
Cc1ccc(NC(=O)c2scc3c2CCCC3)cc1	-4	105	110	0	-7	103	-4	-1	-10	11	-4
CN(Cc1ccc(F)cc1)Cc1nc(-c2cnccn2)no1	-41	96	104	-5	0	95	-1	0	0	14	1
COc1ccc(NC(=O)c2ccc(C)cc2Cl)c([N+](=O)[O-])c1	0	101	96	-5	-10	98	0	-7	-7	25	-6
COc1cc(C2Nc3ccc4ncccc4c3C3=C2C(=O)CCC3)ccc1O (stereo not drawn)	-14	103	105	-12	-8	100	-10	-6	-12	27	-1
CC1=NN(/C(=N\c2nnc(C)s2)Nc2ccccc2)[C@H](c2ccc(C)cc2)S1	-1	99	96	-3	-6	103	6	-8	-6	19	-5
Cn1c2ccccc2c(=O)c2c(=O)n(Cc3ccco3)c(COc3ccccc3)nc21	-6	95	84	-2	-15	96	-11	-5	-8	15	-4
CCn1c(SCC(=O)c2ccccc2)nnc1-c1cc2cc(Br)ccc2o1	-19	100	102	-16	-8	103	-12	-4	-7	29	-4
COc1ccc(-c2nnc(SCCC(=O)O)n2-c2ccccc2)cc1	-69	103	104	4	-5	97	0	-2	0	22	0
COc1ccc(S(=O)(=O)N2CCCC(C(=O)NCc3ccccn3)C2)cc1Cl (stereo not drawn)	-36	90	93	-3	-3	99	-2	-3	-4	27	-2
CC1(C)CC(=O)C(CCCN2C(=O)c3ccccc3C2=O)C(=O)C1	0	100	102	0	-2	102	0	0	0	18	-1
CCCCC(=O)Nc1nn(CC(C)C)c2nc3ccccc3cc12	2	101	100	0	-1	101	0	-1	-2	15	0
CC(C)c1cc(C(=O)Nc2sc3c(c2C#N)CCC3)no1	-62	87	112	5	-13	95	0	-1	-6	13	0
Cc1ccc(C)c(S(=O)(=O)NCc2ccncc2)c1	-25	92	91	1	-1	103	1	-2	0	26	1
CC(C)N(Cc1ccccc1)C(=O)/C=C/c1ccccc1[N+](=O)[O-]	-16	100	99	-4	-7	98	-4	-2	-4	16	-1
COC(=O)C1CCN(c2ccc([N+](=O)[O-])cc2[N+](=O)[O-])CC1	-4	95	99	-7	0	100	-5	0	-2	24	2
CCN(C(=O)COC(=O)c1[nH]c(C)c(C(C)=O)c1C)C1CCS(=O)(=O)C1 (stereo not drawn)	-6	101	105	-2	-2	100	-2	-1	2	25	-1
O=C(O)CCc1ccc(-c2cccs2)o1	-27	101	99	0	-3	100	0	0	-2	17	-4
O=c1[nH][nH]c(-c2ccccc2)c1C=Nc1ccccc1	-6	100	100	-11	-3	101	-4	-1	-5	24	1
CCc1nnc(NC(=O)c2ccc(Cl)c(S(=O)(=O)N3CCc4ccccc4C3)c2)s1	-21	100	99	7	0	101	3	-3	-3	9	-1
COc1ccc(C(=O)N/C(=C\c2cccc([N+](=O)[O-])c2)C(=O)Nc2cccc(C(=O)O)c2)cc1	-7	99	104	-2	-2	99	0	4	2	14	2
CS/C(=N\S(=O)(=O)c1cccs1)Nc1ccc(Br)cc1F	4	102	101	-14	0	101	-8	3	-2	22	0
O=C(CSCc1ccc(Br)cc1)N1CCOCC1	-8	96	101	-1	1	90	5	2	0	10	3
CC(=O)Nc1sc2c(c1C(c1cccc(F)c1)N1CCN(CCO)CC1)CCCC2 (stereo not drawn)	-42	98	?	-7	-4	98	-4	-3	-4	16	-3
CC(=O)Nc1ccc(OC(=O)c2cc([N+](=O)[O-])ccc2Cl)cc1	-12	103	100	-1	0	103	1	0	-3	16	-2
Cc1c(Br)c(C(F)(F)F)nn1CC(=O)NCC1CCCO1 (stereo not drawn)	-7	94	98	-4	-1	100	-1	0	-3	8	-3
CCOC(=O)c1cccc(N/C=C/C(=O)c2ccc(OC)c(OC)c2)c1	-24	95	100	0	-4	99	0	-2	1	12	-2
C#CC(C)(CC)NC(=O)c1cc(OC)c(OC)c(OC)c1 (stereo not drawn)	6	111	109	-5	-6	108	2	0	-2	17	0
O=C(NCCNC(=O)c1ccc(Br)o1)c1ccc(Br)o1	7	102	99	-12	-5	103	-11	-1	-6	16	0
